MEP2 TOR yeast = modulators of TOR pathway MEP2-GFP in S. cerevisiae; S. cerevisiae MEP2-GFP strain, flow cytometry GFP, 3 h; 100% = DMSO control level; GFP response vs DMSO, % at 10 µM; actives 0.51% (n = 330,000); AID 2016;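 active means GFP response versus DMSO above a set limit, roughly screen mean plus 3 SD, cut at about 180% in these data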;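 further: median GFP fluorescence of the barcode-gated MEP2-GFP cells per well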
CIT2 TOR yeast = alters CIT2-GFP fluorescence in TOR pathway yeast screen | S. cerevisiae CIT2-GFP strain, flow cytometry, 3 h; 100 means same as DMSO wells | GFP response vs DMSO, % at 10 µM | actives 0.065% (n = 320,000);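 active means GFP response relative to DMSO above a set limit, near the screen mean plus 3 SD, cut at about 150% in these data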;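 further: ratio of well median GFP fluorescence to mean of DMSO wells on the plate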
Yeast superoxide = yeast age-related superoxide inhibition as caloric restriction mimetic | S. cerevisiae aged cells, superoxide DHE fluorescence; hits give low values | superoxide response (% of plate mean), % at 10 µM | actives 0.18% (n = 330,000) | AID 2690;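 active means superoxide response under a set limit, about three screen SD below normal, cut at about 65% in these data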;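 further: yeast aged for seven days with compound at 30 °C before DHE staining; 100% = average MFI of all compound-treated wells on the plate with controls excluded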
LAP4 TOR yeast = yeast TOR pathway LAP4-GFP modulation | S. cerevisiae LAP4-GFP multiplex, flow cytometry GFP, 3 h; median GFP as percent of DMSO wells | GFP response vs DMSO, % at 10 µM | actives 0.34% (n = 320,000) | AID 2023;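 active means GFP response vs DMSO above a set limit, about the screen mean plus 3 SD, cut at about 150% in these data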
RPL19A-GFP yeast = modulators of TOR pathway RPL19A-GFP in S. cerevisiae | actives 0.3% (n = 330,000) | percent response vs DMSO, % at 10 µM | S. cerevisiae RPL19A-GFP strain, flow cytometry, 3 h; hits give low values;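 active means percent response vs DMSO below 50%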;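 further: median channel GFP fluorescence of the barcoded RPL19A-GFP strain; ratio of sample median GFP to plate DMSO average so 100% = DMSO; lower means less RPL19A-GFP as with rapamycin TOR inhibition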
Efflux pump mplx = antifungal efflux pump inhibition, Nile Red retention | S. cerevisiae Candida pump triplex | inhibition, % at 10 µM | actives 0.44% (n = 330,000) | AID 485275;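 active means plate passing quality check with inhibition over a set limit, or well fluorescence over plate mean plus 4 SD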;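 further: Nile Red retained in pooled yeast measured as flow cytometry median fluorescence; 0% = buffer negative control and 100% = Enniatin B positive control; higher means more Nile Red kept so more efflux inhibition; some compounds called inactive have numbers as strong as hits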
AHR act = human AHR activation | activation, % at 5 µM | AID 2796 | AHR-responsive luciferase reporter cells, luminescence | actives 2.5% (n = 320,000); in the data active means activation above about 47%;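 further: 0% = vehicle wells and 100% = reference agonist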
Target sequence (P35869 whole entry, looked up): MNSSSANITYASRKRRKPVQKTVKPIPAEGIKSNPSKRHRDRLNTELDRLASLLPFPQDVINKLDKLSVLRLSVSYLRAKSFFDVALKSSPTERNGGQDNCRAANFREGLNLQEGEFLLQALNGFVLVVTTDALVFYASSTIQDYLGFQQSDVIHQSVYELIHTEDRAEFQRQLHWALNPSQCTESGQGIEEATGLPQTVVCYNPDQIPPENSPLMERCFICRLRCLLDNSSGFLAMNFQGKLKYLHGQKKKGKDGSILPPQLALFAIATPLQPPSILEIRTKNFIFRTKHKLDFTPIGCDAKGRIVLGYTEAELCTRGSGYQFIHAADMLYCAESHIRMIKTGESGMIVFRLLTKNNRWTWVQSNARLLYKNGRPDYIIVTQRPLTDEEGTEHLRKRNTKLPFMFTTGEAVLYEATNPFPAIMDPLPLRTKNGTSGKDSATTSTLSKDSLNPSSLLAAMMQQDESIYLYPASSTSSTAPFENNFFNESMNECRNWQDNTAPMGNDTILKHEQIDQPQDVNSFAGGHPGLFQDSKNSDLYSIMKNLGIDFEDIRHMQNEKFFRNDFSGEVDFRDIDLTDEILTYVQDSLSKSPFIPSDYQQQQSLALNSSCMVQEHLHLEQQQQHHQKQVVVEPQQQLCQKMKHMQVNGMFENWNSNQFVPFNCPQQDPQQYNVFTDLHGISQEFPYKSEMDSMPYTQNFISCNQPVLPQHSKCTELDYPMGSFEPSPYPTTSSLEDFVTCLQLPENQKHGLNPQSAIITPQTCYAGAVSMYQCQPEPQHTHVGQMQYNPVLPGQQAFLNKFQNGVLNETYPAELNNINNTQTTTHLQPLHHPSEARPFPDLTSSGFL
AGP1-GFP MLPCN = yeast TOR pathway AGP1-GFP modulation; S. cerevisiae AGP1-GFP multiplex flow cytometry, 3 h; GFP as percent of DMSO wells; GFP response vs DMSO, % at 10 µM; actives 0.02% (n = 320,000); AID 2066;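 active means GFP response relative to DMSO above a set limit, near screen average plus 3 SD, cut at about 150% in these data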;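 further: median GFP channel fluorescence of the gated AGP1 strain per well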
An asterisk follows results filed as active; x = no result given; [ ] = dose if it differs, or a comment.

Order of values: MEP2 TOR yeast	CIT2 TOR yeast	Yeast superoxide	LAP4 TOR yeast	RPL19A-GFP yeast	Efflux pump mplx	AHR act	AGP1-GFP MLPCN
COc1ccccc1NC(=O)CN(c1ccc(C)cc1)S(=O)(=O)c1c(C)n[nH]c1C
    103	101	88	92	103	0.5	35	99
CC(OC(=O)/C(C#N)=C/c1ccc(N(C)C)cc1)C(=O)NCc1ccco1 (configuration not stated)
    106	107	101	117	101	0.2	-1	120
CNS(=O)(=O)c1cc(C(=O)NCc2ccco2)ccc1Cl
    108	96	105	95	98	-0.1	4	100
Cc1cc(C)c(C#N)c(SCC(=O)C2CC2)n1
    106	107	101	122	100	0.1	8	126
Cn1nc(C(=O)OCC(=O)NCCc2ccccc2)c2ccccc2c1=O
    97[may fluoresce green]	108[may fluoresce green]	101	102[may fluoresce green]	105[may fluoresce green]	-1.1	-1	105[may fluoresce green]
COc1ccc2sc(NC(=O)c3ccco3)nc2c1
    102	98	87	118	99	-0.1	-3	89
COC(=O)c1ccc(N2CCc3ccccc32)c([N+](=O)[O-])c1
    97	116	96	92	107	-0.1	1	96
COc1cccc(CN(C)C(=O)c2ccc(S(=O)(=O)N3CCCC3)cc2)c1OC
    99	99	103	98	96	0.0	-1	97
CC(=O)c1ccc(N2CCN(C(C)C(=O)Nc3ccc4c(c3)OCCO4)CC2)cc1 (configuration not stated)
    101	102	109	97	97	0.0	1	98
O=C(N/N=C/c1c(Cl)[nH]c2ccccc12)c1sc2ccccc2c1Cl
    103	92	114	102	102	-0.1	74*	95
COc1cc(NC(=O)c2ccc(CNc3c(N4CCOCC4)c(=O)c3=O)cc2)cc(OC)c1
    93	103	99	105	98	-0.1	9	99
O=C(NCc1ccccc1Br)c1cccc2c1C(=O)c1ccc(N3CCOCC3)cc1S2(=O)=O
    92	103	107	100	97	0.0	9	96
O=C(Nc1nnc(S(=O)(=O)N2CCCCC2)s1)c1ccccc1Br
    98	119	88	112	101	-0.1	1	105
Cc1ccc(-c2csc3ncn(CC#N)c(=O)c23)cc1
    108	116	87	111	109	0.0	5	112
Cc1cccnc1N(C(=O)Nc1ccccc1)C1=NCC(C)(C)S1
    100	95	100	99	100	0.0	4	100
CCOc1ccc(N/C(C)=C/C(=O)c2ccc3c(c2)OCCO3)cc1
    92	84	106	93	99	0.1	-1	90
CCCC(C)NC(=O)COc1ccc(S(=O)(=O)N2CCCC2)cc1 (configuration not stated)
    104	101	106	104	97	-0.2	0	101
O=C(C1CCN(C2CCN(Cc3ccc4c(c3)CCO4)CC2)CC1)N1CCOCC1
    100	102	94	100	100	-0.1	0	105
COc1cc(NC(=O)c2c(F)cccc2F)c(Cl)cc1Cl
    102	89	91	112	94	0.1	-6	95
Cc1ccc(C(=O)/C=C/c2cn(CC(O)CN3CCOCC3)c3ccccc23)cc1 (configuration not stated)
    102	100	101	106	99	0.0	4	106
COc1cc(C(=O)OC(C)C(=O)Nc2ccc3c(c2)OCO3)ccc1OCc1c(C)noc1C (configuration not stated)
    83	86	98	x	92	0.4	2	86
Cn1c(N)c(C(C[N+](=O)[O-])c2ccccc2Cl)c(=O)n(C)c1=O (configuration not stated)
    99	103	99	108	89	0.1	-1	110
CCn1cnc2c(Nc3cccc(Cl)c3)nc(C#N)nc21
    99	93	98	98	95	0.0	22	91
COc1ccc(O)c(C(=O)c2cnc3onc(C(C)C)c3c2)c1
    103	104	95	112	107	0.1	-2	109
COC(=O)[C@H]1C[C@@H]1[C@H](NC(=O)c1cnccn1)c1ccccc1
    97	74	100	133	98	-0.1	-3	81
CC1(C)NC(=O)N(CC(O)CN2CCCCC2)C1=O (configuration not stated)
    99	91	106	100	98	0.2	-1	98
O=C(NCc1ccncc1)C(=O)NCC1OCCCN1S(=O)(=O)c1ccccc1 (configuration not stated)
    105	99	92	101	103	-0.9	-2	99
Cc1cccc(-c2noc(CN(C(=O)C34CC5CC(CC(C5)C3)C4)C(C)C)n2)c1
    92	97	96	97	102	0.1	3	x
COC(=O)c1ccccc1NS(=O)(=O)c1cn(C)c(=O)n(C)c1=O
    97	90	120	93	91	0.1	1	88
COc1cccc(CNC(=O)C2CCN(c3ncnc4c3nc3n4CCCCC3)CC2)c1
    90	95	117	95	89	-0.1	-1	93
C#CCO[C@@H]1C[C@H](n2cnc3c(=O)[nH]c(NC(=O)C(C)C)nc32)O[C@@H]1CO
    95	93	101	128	101	0.0	2	87
COC(=O)N1C(=O)[C@](c2ccc(OC)cc2)(C(C)C)N1C(=O)OC
    101	100	80	101	98	0.0	2	108
CCOC(=O)C(CCCOc1ccc(C(C)CC)cc1)C(=O)OCC (configuration not stated)
    109	106	98	100	103	0.1	-4	102
COc1cccc(S(=O)(=O)N2CCN(C(=O)c3ccco3)CC2)c1
    90	87	113	91	98	0.0	-1	100
CC(C)CNC(=O)c1cccc(NC(=O)c2ccc(NC(=O)c3ccco3)cc2)c1
    93	x	96	91	95	-0.1	-3	97
OC(CN1CCOCC1)Cn1c(-c2cccc(Cl)c2)nc2ccccc21 (configuration not stated)
    103	104	90	102	104	-0.1	1	105
CCCOC(=O)c1ccc(Oc2c(-c3ccc(OCC)cc3O)n[nH]c2C)cc1
    102	99	91	112	99	0.1	7	103
CCC(C)OC(=O)C[N+](C)(C)CCOC1CC2CCC1(C)C2(C)C (configuration not stated)
    97	101	88	98	98	-0.1	-1	96
Cc1cccc(C)c1NC(=O)Cn1c(CN2CCCCC2)nc2ccccc2c1=O
    117	90	99	103	99	0.3	5	96
CC(=O)Nc1ccc(SCC(=O)NCCc2ccc(F)cc2)cc1
    89	90	105	93	94	0.3	0	92

Full records, quoted from the list. Order of screens: MEP2 TOR yeast | CIT2 TOR yeast | Yeast superoxide | LAP4 TOR yeast | RPL19A-GFP yeast | Efflux pump mplx | AHR act | AGP1-GFP MLPCN
Shown for Cc1cccc(C)c1NC(=O)Cn1c(CN2CCCCC2)nc2ccccc2c1=O : 117 | 90 | 99 | 103 | 99 | 0.3 | 5 | 96
Shown for Cc1cc(C)c(C#N)c(SCC(=O)C2CC2)n1 : 106 | 107 | 101 | 122 | 100 | 0.1 | 8 | 126

The listing continues:
Order of values: MEP2 TOR yeast	CIT2 TOR yeast	Yeast superoxide	LAP4 TOR yeast	RPL19A-GFP yeast	Efflux pump mplx	AHR act	AGP1-GFP MLPCN
C(=C\c1ccccc1)/CSc1nnc(-c2cnccn2)n1Cc1ccco1
    101	98	91	99	103	0.0	-1	106
Cc1nnc(SCC(=O)NC2CC2)n1-c1ccccc1
    112	x	116	105	102	0.1	-2	104
CCOCCCNCC(=O)Nc1cc(S(=O)(=O)N2CCOCC2)ccc1N1CCOCC1
    97	93	82	99	95	-0.2	0	97
Cn1c(SCc2ccccc2)nnc1-c1ccc2nonc2c1
    88	83	119	105	97	0.3	2	97
CCOc1c(/C=C(\C#N)C(N)=O)c2ccccc2n1CC
    100	91	95	91	98	0.4	12	89
Cn1c(=O)c2cc(S(=O)(=O)Nc3ccc4c(c3)OCO4)ccc2n(C)c1=O
    100	96	82	94	98	-0.1	-3	102
Cc1onc(-c2c(F)cccc2Cl)c1C(=O)c1ccc(F)cc1
    96	94	96	112	101	-0.1	-3	101
CN(C)/C=C/C(=O)Oc1ccc(Cl)cc1Cl
    97	90	98	98	100	0.2	0	93
O=C(Nc1cccnc1)c1cccc(S(=O)(=O)N2CCCCC2)c1
    96	91	103	95	101	0.6	11	97
COc1ccc(NC(=O)CSc2nc3ccccc3n2-c2ccccc2)c([N+](=O)[O-])c1
    100	98	104	100	102	0.0	4	99
CC1CCc2c(sc(NC(=O)COC(=O)C3CCCO3)c2C#N)C1 (configuration not stated)
    115	89	116	97	103	0.1	7	109
CC1CC1C(=O)Nc1nc(-c2ccccn2)cs1 (configuration not stated)
    93	87	79	101	90	0.1	20	88
CC(=O)N1c2ccc(S(=O)(=O)N(C)CC(=O)NC3CCCC3)cc2CC1C (configuration not stated)
    96	93	80	95	97	0.1	-2	98
Cc1cc(C=C(C#N)C#N)c(C)n1-c1ccccc1
    96	97	105	94	101	0.3	16	97
CCN(CC)S(=O)(=O)c1ccc(/C=C/C(=O)Nc2ccc(F)cc2F)cc1
    106	101	98	91	103	0.4	5	98
O=C(NC1CCCCC1)c1cc2ccccc2cc1O
    125	96	103	139	84	1.1*	7	107
CCOc1ccc(C(=O)NC2CC3CCCC(C2)N3CC(C)C)cc1 (configuration not stated)
    103	102	76	92	92	0.0	12	96
O=C(CNC(=O)c1cccs1)NCC(=O)OCC(=O)c1ccc([N+](=O)[O-])cc1
    103	106	116	98	101	-0.1	-1	110
COc1cc2c(cc1OC)C(C)N(CCc1ccc(Cl)cc1)CC2 (configuration not stated)
    99	100	99	106	99	-0.1	-2	102
Cc1ccc(S(=O)(=O)N(C)C[C@@H]2Oc3c(NS(C)(=O)=O)cccc3C(=O)N([C@H](C)CO)C[C@@H]2C)cc1
    103	108	102	110	100	-0.2	-1	114

Efflux pump mplx, hit marks shown above.
SMILES	MEP2 TOR yeast	CIT2 TOR yeast	LAP4 TOR yeast	RPL19A-GFP yeast	Efflux pump mplx	AHR act	AGP1-GFP MLPCN
O=C(NC1CCCCC1)c1cc2ccccc2cc1O	125	96	139	84	1.1*	7	107

New compounds follow
Order of values: MEP2 TOR yeast	CIT2 TOR yeast	Yeast superoxide	LAP4 TOR yeast	RPL19A-GFP yeast	Efflux pump mplx	AHR act	AGP1-GFP MLPCN
COc1cccc(C(=O)N=c2sc3cc(S(C)(=O)=O)ccc3n2C)c1
    96	98	83	103	95	0.3	-5	102
O=C(NC(=S)Nc1nc(-c2ccccc2)cs1)c1ccco1
    107	104	84	94	104	-0.2	17	101
COc1cccc(-c2cc3nc4c(c(N5CCC6(CC5)OCCO6)n3n2)CCC4)c1
    108	95	94	102	102	1.8	-8	93
CCOc1ccc(C(=O)NCC(=O)OCC(=O)Nc2ccc(C)c(S(=O)(=O)N(C)C)c2)cc1
    84	88	95	84	87	0.2	-1	91
CC1CC(=O)N(c2ccc(Br)cc2)C(=O)C1
    91	97	97	105	93	0.0	0	102
COc1cccc(N2CCN(C(=O)c3ccc(CS(=O)Cc4ccc(C)cc4)o3)CC2)c1 (configuration not stated)
    106	100	96	102	102	0.1	3	101
CCc1ccccc1NC1=NCC(=O)N1Cc1ccccc1
    103	96	104	86	98	0.0	4	93
CCC(C(=O)Nc1cc(C(=O)O)ccc1C)c1ccccc1 (configuration not stated)
    99	92	109	105	102	0.0	-1	102
CN(C)S(=O)(=O)c1ccc(Cl)c(C(=O)OCC(=O)NNC(=O)c2cccs2)c1
    95	94	100	97	97	-0.2	-1	98
Cc1cc(Cl)ccc1OC(C)C(=O)NCCCn1ccnc1 (configuration not stated)
    103	101	92	102	104	-0.1	7	111
Cc1cc(C(F)F)nn1CC(=O)NCc1ccco1
    99	98	100	101	106	0.2	0	100
O=C(OCc1ccc(COC(=O)c2cccnc2Cl)cc1)c1cccnc1Cl
    101	86	104	100	99	0.0	3	100
Cc1ccsc1/C=N/NC(=O)c1ccc2ccccc2c1
    98	98	104	87	104	-0.1	14	85
CCNc1nc(NCC)nc(OCCOC(=O)Nc2ccccc2)n1
    96	106	106	91	102	0.1	-4	99
Cc1ccc(OCc2cc(C(=O)N3CCc4[nH]cnc4C3c3ccccn3)no2)cc1C (configuration not stated)
    94	91	135	84	92	0.1	1	92
CCOC(=O)c1cccc(NC(=O)CCS(=O)(=O)c2cccc3nsnc23)c1
    102	98	104	105	97	-0.2	13	x
Cc1ccc(CNC(=O)CNC(=O)c2ccco2)cc1
    118	104	96	104	117	-0.1	0	104
O=C(c1ccc(F)cc1)N1CCN(C2CCC(c3ccccc3)CC2)CC1 (configuration not stated)
    98	99	78	87	101	-0.1	-3	101
COC(=O)CCC(=O)Nc1cc(Cl)cc(Cl)c1
    104	101	82	103	99	-0.3	2	106
Cc1ccc(C)c(Nc2c([N+](=O)[O-])c(=O)oc3ccccc23)c1
    101	92	109	111	97	-0.1	8	111
